PREPL inhibitor = inhibitors of human prolyl oligopeptidase-like enzyme PREPL | Q4J6C6 | recombinant PREPL, fluorescence polarization activity-based probe | inhibition, % at 5.96 µM | actives 0.68% (n = 320,000) | AID 2751; in the data active = inhibition above about 43%;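 also: 0% = enzyme with DMSO and 100% = wells lacking enzyme; many of its hits are not listed in these tables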
LYPLA2 counter = LYPLA2 (human) inhibition in PME1 counter-screen. recombinant LYPLA2, FP-Rh probe fluorescence polarization. inhibition, % at 5.9 µM. actives 0.38% (n = 320,000). AID 2177;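 active = inhibition above the screen-wide mean plus 3 SD, limit set per campaign, cut at about 26% in these data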;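 also: 0% = LYPLA2 with DMSO and 100% = wells lacking LYPLA2 enzyme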
LYPLA1 inh = blocks human lysophospholipase 1, a PME1 counter-screen | O75608 | recombinant LYPLA1, FP-Rh probe fluorescence polarization | inhibition, % at 5.9 µM | actives 0.16% (n = 320,000) | AID 2174;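 active = inhibition above the mean of all tested compounds plus 3 SD, set per campaign, cut at about 14% in these data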;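 also: inhibitors block serine hydrolase probe labeling of LYPLA1 so polarization falls; 0% = enzyme with DMSO and 100% = wells lacking LYPLA1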
PAD4 FP inh = inhibitors of human PAD4; Q9UM07; recombinant PAD4, RCA probe fluorescence polarization; inhibition, % at 6.36 µM; actives 0.41% (n = 330,000);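 active = percent inhibition above a cutoff equal to the mean of all tested compounds plus 3 SD, cut at about 15% in these data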;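 also: 0% = PAD4 with RCA probe and DMSO and 100% = probe without PAD4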
PAFAH1B3 inh = inhibitors of human PAFAH1B3. Q15102. recombinant PAFAH1B3, FP-rhodamine probe, fluorescence polarization. inhibition, % at 3.39 µM. actives 0.28% (n = 340,000). AID 492972;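 active = inhibition above the screen-wide average of all tested compounds plus 3 SD, cut at about 25% in these data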;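 also: 0% = enzyme with DMSO only and 100% = wells lacking PAFAH1B3 protein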
Target sequence (Q15102 whole entry, looked up): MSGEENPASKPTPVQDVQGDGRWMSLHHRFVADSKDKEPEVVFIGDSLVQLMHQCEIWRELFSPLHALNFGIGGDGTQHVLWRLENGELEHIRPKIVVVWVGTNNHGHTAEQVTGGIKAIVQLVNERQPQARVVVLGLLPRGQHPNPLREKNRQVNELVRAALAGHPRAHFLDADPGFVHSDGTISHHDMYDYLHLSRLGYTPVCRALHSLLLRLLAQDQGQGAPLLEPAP
GSTO1 inh = counter-screen for RBBP9 inhibitors: inhibitors of human GSTO1. inhibition, % at 5.96 µM. actives 1.1% (n = 300,000). recombinant GSTO1, activity-based probe fluorescence polarization. AID 1974;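 active = inhibition above the campaign mean inhibition plus 3 SD, cut at about 35% in these data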;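 also: 0% = GSTO1-1 with DMSO and 100% = wells lacking GSTO1-1 enzyme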
Target sequence (P78417 whole entry, looked up): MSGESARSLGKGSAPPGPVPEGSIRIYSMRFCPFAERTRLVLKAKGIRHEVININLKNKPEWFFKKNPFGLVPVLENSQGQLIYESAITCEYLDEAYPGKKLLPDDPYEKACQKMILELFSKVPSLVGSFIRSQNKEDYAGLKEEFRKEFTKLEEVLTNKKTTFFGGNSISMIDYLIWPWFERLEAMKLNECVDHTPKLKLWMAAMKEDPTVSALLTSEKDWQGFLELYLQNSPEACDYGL
PAFAH1B2 inh = blocks human PAF acetylhydrolase 1b catalytic subunit 2 | P68402 | recombinant PAFAH1B2, FP-rhodamine activity probe, fluorescence polarization | inhibition, % at 3.39 µM | actives 1.2% (n = 340,000);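 active = inhibition above the mean of all tested compounds plus 3 SD, cut at about 24% in these data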;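 also: 0% = enzyme with DMSO and 100% = wells lacking PAFAH1B2; many of its hits are not listed in these tables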
PAFAH2 FP inh = inhibitors of human PAFAH2. AID 492956. recombinant PAFAH2, FP-rhodamine activity probe, fluorescence polarization. inhibition, % at 3.39 µM. Q99487. actives 0.99% (n = 340,000);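 active = inhibition above the mean over all tested compounds plus 3 SD, cut at about 30% in these data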;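 also: inhibitors block probe labeling of enzyme so polarization drops; 0% = enzyme with DMSO and 100% = wells lacking PAFAH2 protein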
pPAFAH inh = pPAFAH (human) enzyme inhibition; Q13093; inhibition, % at 3.39 µM; recombinant pPAFAH, FP-rhodamine probe fluorescence polarization; actives 1.5% (n = 330,000);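 active = inhibition above the mean inhibition across the screen plus 3 SD, cut at about 25% in these data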;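 also: inhibitors block binding of the rhodamine activity-based probe so polarization drops; 0% = enzyme with DMSO and 100% = wells lacking pPAFAH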
Target sequence (Q13093 whole entry, looked up): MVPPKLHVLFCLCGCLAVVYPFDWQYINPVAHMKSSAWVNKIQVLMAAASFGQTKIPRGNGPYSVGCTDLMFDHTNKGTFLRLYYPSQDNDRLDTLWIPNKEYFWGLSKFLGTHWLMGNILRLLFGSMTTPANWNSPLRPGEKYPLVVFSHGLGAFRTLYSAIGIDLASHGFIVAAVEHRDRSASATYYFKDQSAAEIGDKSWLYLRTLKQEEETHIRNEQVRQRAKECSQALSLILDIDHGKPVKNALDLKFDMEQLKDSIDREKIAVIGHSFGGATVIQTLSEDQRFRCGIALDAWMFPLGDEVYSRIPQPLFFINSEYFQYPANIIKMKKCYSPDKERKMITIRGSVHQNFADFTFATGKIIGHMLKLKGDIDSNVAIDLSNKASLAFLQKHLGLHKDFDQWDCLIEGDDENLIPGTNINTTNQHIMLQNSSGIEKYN
An asterisk follows results filed as active. These rows are one share of the data; the hit share may differ from the screen's.

CN1CCN(NC(=O)c2cccc(C(F)(F)F)c2)CC1 was read as PREPL inhibitor -7.5, LYPLA2 counter 0.5, LYPLA1 inh -0.3, PAD4 FP inh 5.0, PAFAH1B3 inh 1.0, GSTO1 inh -0.9, PAFAH1B2 inh 5.9, PAFAH2 FP inh -6.8 and pPAFAH inh 3.3.
Screening CN1Cc2c(N3CCOCC3)nc3sc(C#N)c(N)c3c2CC1(C)C returned PREPL inhibitor 12.0, LYPLA2 counter -3.2, LYPLA1 inh -3.9, PAD4 FP inh 8.6, PAFAH1B3 inh 3.9, GSTO1 inh -2.5, PAFAH1B2 inh 2.5, PAFAH2 FP inh -5.3 and pPAFAH inh -5.6.
For O=C(c1ccc(-c2ccccc2Cl)o1)N1CCCC(C(F)(F)F)C1 (centres undefined) the results were PREPL inhibitor 14.7, LYPLA2 counter 0.8, LYPLA1 inh -2.6, PAD4 FP inh -0.7, PAFAH1B3 inh 0.6, PAFAH1B2 inh -1.7, PAFAH2 FP inh 6.0 and pPAFAH inh 3.1.
Screening CC(C)=CCCC(C)NC(=O)NC1CCCCC1 (centres undefined) returned PREPL inhibitor 22.0, LYPLA2 counter 6.3, LYPLA1 inh 4.8, PAD4 FP inh 5.5, PAFAH1B3 inh -1.7, GSTO1 inh 8.6, PAFAH1B2 inh 3.4, PAFAH2 FP inh -1.6 and pPAFAH inh -0.8.
For COc1ccc(S(=O)(=O)N2CCC(C(=O)N3CCCC3)CC2)cc1C the results were PREPL inhibitor -9.5, LYPLA2 counter 7.3, LYPLA1 inh 1.3, PAD4 FP inh -1.0, PAFAH1B3 inh 1.1, GSTO1 inh 0.9, PAFAH1B2 inh 1.0, PAFAH2 FP inh -0.5 and pPAFAH inh 18.3.
`N#CC1=C(SCC(=O)c2ccc(Cl)cc2)NC2=C(C(=O)CCC2)C1c1ccco1` (centres undefined) gave PREPL inhibitor 29.2, LYPLA2 counter -2.6, LYPLA1 inh -5.5, PAD4 FP inh -0.1, PAFAH1B3 inh -0.7, GSTO1 inh -2.9, PAFAH1B2 inh 6.8, PAFAH2 FP inh 3.9 and pPAFAH inh 11.7.
CCOC(=O)C(NC(=O)Nc1ncccn1)(Oc1ccccc1)C(F)(F)F (centres undefined) was read as PREPL inhibitor -8.1, LYPLA2 counter 4.8, LYPLA1 inh 2.4, PAD4 FP inh -1.2, PAFAH1B3 inh 8.1, GSTO1 inh -2.0, PAFAH1B2 inh 0.9, PAFAH2 FP inh 0.5 and pPAFAH inh 2.2.
`CCOc1ccc(S(=O)(=O)N(C)CC(=O)N2CCN(CC)CC2)cc1` gave PREPL inhibitor 4.2, LYPLA2 counter 3.5, LYPLA1 inh 0.5, PAD4 FP inh 0.7, PAFAH1B3 inh 1.9, GSTO1 inh -2.6, PAFAH1B2 inh 1.2, PAFAH2 FP inh -2.4 and pPAFAH inh 5.0.
For COc1ccc(CNC(=S)Nc2ccccc2F)cc1 the results were PREPL inhibitor 10.8, LYPLA2 counter 1.9, LYPLA1 inh -1.6, PAD4 FP inh 0.0, PAFAH1B3 inh -0.2, GSTO1 inh 10.7, PAFAH1B2 inh 1.3, PAFAH2 FP inh -3.1 and pPAFAH inh 1.0.
COCCn1c(C)cc(C(=O)CSc2nc3ccccc3s2)c1C was read as PREPL inhibitor 8.0, LYPLA2 counter 4.7, LYPLA1 inh -2.8, PAD4 FP inh -2.8, PAFAH1B3 inh 0.7, GSTO1 inh 7.5, PAFAH1B2 inh -3.6, PAFAH2 FP inh -1.7 and pPAFAH inh -1.2.
`C=CCN1C(=O)c2ccc(C(=O)N3CCN(S(=O)(=O)c4cccc(Cl)c4)CC3)cc2C1=O` gave PREPL inhibitor 11.5, LYPLA2 counter -1.9, LYPLA1 inh 0.9, PAD4 FP inh -3.7, PAFAH1B3 inh 4.1, GSTO1 inh -1.9, PAFAH1B2 inh 5.0, PAFAH2 FP inh -5.2 and pPAFAH inh -2.2.
CCNC(=O)C1Cc2cc(S(=O)(=O)N3CCCC3)ccc2N1C(C)=O (centres undefined) was read as PREPL inhibitor -2.4, LYPLA2 counter 9.9, LYPLA1 inh -1.6, PAD4 FP inh 1.4, PAFAH1B3 inh 7.7, GSTO1 inh -2.9, PAFAH1B2 inh 3.6, PAFAH2 FP inh 3.6 and pPAFAH inh 5.8.
CCOC(=O)NN1C(=O)c2ccccc2NC1c1ccccc1 (centres undefined) was read as PREPL inhibitor -8.4, LYPLA2 counter 2.3, LYPLA1 inh 0.5, PAD4 FP inh -2.6, PAFAH1B3 inh 0.1, GSTO1 inh 0.3, PAFAH1B2 inh 1.6, PAFAH2 FP inh 1.6 and pPAFAH inh 1.6.
O=C(COC(=O)/C=C/c1ccc(Br)o1)Nc1ccc2[nH]c(=O)[nH]c2c1 was read as PREPL inhibitor 22.8, LYPLA2 counter 4.3, LYPLA1 inh -0.3, PAD4 FP inh -4.9, PAFAH1B3 inh -0.9, GSTO1 inh -3.0, PAFAH1B2 inh 6.2, PAFAH2 FP inh 17.8 and pPAFAH inh 18.0.
For O=C(N/N=C/c1ccc(Br)cc1)c1ccc(F)cc1 the results were PREPL inhibitor -1.3, LYPLA2 counter -0.2, LYPLA1 inh -1.2, PAD4 FP inh -2.6, PAFAH1B3 inh 4.9, GSTO1 inh -2.5, PAFAH1B2 inh 6.0, PAFAH2 FP inh -9.4 and pPAFAH inh -2.1.
CCOC(=O)N1CCN(c2c(Nc3cc(C)[nH]n3)c(=O)c2=O)CC1 was read as PREPL inhibitor 0.1, LYPLA2 counter 2.2, LYPLA1 inh 0.2, PAD4 FP inh 3.4, PAFAH1B3 inh -7.1, GSTO1 inh 7.3, PAFAH1B2 inh -2.5, PAFAH2 FP inh -3.2 and pPAFAH inh -2.0.
Screening O=C(CC1SC(N2CCCCC2)=NC1=O)Nc1cccc(C(F)(F)F)c1 (centres undefined) returned PREPL inhibitor 10.5, LYPLA2 counter 0.3, LYPLA1 inh -2.7, PAD4 FP inh -2.2, PAFAH1B3 inh -2.5, GSTO1 inh 1.4, PAFAH1B2 inh 1.1, PAFAH2 FP inh -6.0 and pPAFAH inh 0.6.
`COc1ccc(-c2[nH]ncc2/C=N/NC(=O)c2ccncc2)c(OC)c1` gave PREPL inhibitor -0.8, LYPLA2 counter -2.4, LYPLA1 inh -2.7, PAD4 FP inh 1.1, PAFAH1B3 inh 7.0, GSTO1 inh -1.3, PAFAH1B2 inh 8.0, PAFAH2 FP inh 0.1 and pPAFAH inh 3.4.
CN(c1ccc(OCC(=O)Nc2ccccc2C(=O)O)cc1)S(=O)(=O)c1ccc(Cl)cc1 was read as PREPL inhibitor 5.7, PAD4 FP inh 1.5, PAFAH1B3 inh -0.6, PAFAH1B2 inh 15.4, PAFAH2 FP inh -4.7 and pPAFAH inh -15.5.
`CCCCN(C(=O)c1cccc(-c2ccc(OC(C)=O)cc2)c1)c1c(N)n(CCC)c(=O)[nH]c1=O` gave PREPL inhibitor 24.3, PAD4 FP inh -1.6, PAFAH1B3 inh -1.6, PAFAH1B2 inh -7.9, PAFAH2 FP inh 4.9 and pPAFAH inh -1.4.
`Cc1cccc(C2=NN(c3ccccc3)[C@@H](C(=O)N3CCOC3=O)[C@@H]2c2ccc(Cl)cc2)c1` gave PAD4 FP inh -2.6, PAFAH1B3 inh 10.1, PAFAH1B2 inh 3.2, PAFAH2 FP inh -3.3 and pPAFAH inh 4.6.
`CCOc1ccc(/C=N/NC(=O)Cc2cccs2)cc1` gave PREPL inhibitor 4.4, LYPLA2 counter 4.9, LYPLA1 inh 0.4, PAD4 FP inh -1.9, GSTO1 inh 2.0 and pPAFAH inh 5.7.
CCOC(=O)C(=O)NNc1ccc(Cl)cc1 was read as PREPL inhibitor 3.6, LYPLA2 counter -1.1, LYPLA1 inh -2.6, PAD4 FP inh -6.2, PAFAH1B3 inh 1.0, GSTO1 inh 5.2, PAFAH1B2 inh 3.6, PAFAH2 FP inh -5.4 and pPAFAH inh -0.2.
For O=C1CCCC(=O)N1c1ccc(NCCOCCO)c([N+](=O)[O-])c1 the results were PREPL inhibitor 4.2, LYPLA2 counter -0.4, LYPLA1 inh -0.3, PAD4 FP inh -6.9, PAFAH1B3 inh -0.2, GSTO1 inh -5.8, PAFAH1B2 inh 3.4, PAFAH2 FP inh -2.3 and pPAFAH inh -2.9.
For Cc1ccc(C2=[N+]([O-])C(C)(C)CC2)cc1 the results were PREPL inhibitor -1.2, LYPLA2 counter 3.2, LYPLA1 inh 5.0, PAD4 FP inh -0.1, PAFAH1B3 inh 0.0, GSTO1 inh 2.1, PAFAH1B2 inh 5.4, PAFAH2 FP inh 0.9 and pPAFAH inh -2.8.
COC(=O)c1ccc(CN2CCC(Oc3cccc(C(=O)N4CCCC4)c3)CC2)cc1 was read as PREPL inhibitor 4.5, LYPLA2 counter -10.4, LYPLA1 inh -4.6, PAD4 FP inh -6.2, PAFAH1B3 inh 10.4, GSTO1 inh 1.1, PAFAH1B2 inh 1.0, PAFAH2 FP inh -1.7 and pPAFAH inh 13.2.
COc1cc(OC)cc(-c2nc(-c3ccc(Br)cc3)no2)c1 was read as PREPL inhibitor 4.3, LYPLA2 counter 4.8, LYPLA1 inh -2.9, PAD4 FP inh 6.3, PAFAH1B3 inh 10.6, GSTO1 inh -1.9, PAFAH1B2 inh -4.3, PAFAH2 FP inh -6.7 and pPAFAH inh -1.5.
Screening CCN1C(=O)N[C@@H](c2cccc(C(F)(F)F)c2)C(C(C)=O)=C1C returned PREPL inhibitor -6.0, LYPLA2 counter -2.8, LYPLA1 inh 2.7, PAD4 FP inh 3.1, PAFAH1B3 inh 1.3, GSTO1 inh 2.6, PAFAH1B2 inh -0.1, PAFAH2 FP inh 3.7 and pPAFAH inh 3.4.
For Cc1ccc(C)c(NC(=O)COc2cccc3c2CCN(Cc2ccccc2)C3=O)c1 the results were PREPL inhibitor 16.5, LYPLA2 counter 6.8, LYPLA1 inh 2.3, PAD4 FP inh 2.2, PAFAH1B3 inh -1.4, GSTO1 inh -2.0, PAFAH1B2 inh -1.1, PAFAH2 FP inh 1.2 and pPAFAH inh -2.4.
For COc1cc2c(cc1NC(=O)COC(=O)[C@@H](NC(=O)c1ccccc1F)C(C)C)oc1ccccc12 the results were PREPL inhibitor -13.0, LYPLA2 counter -6.9, LYPLA1 inh -8.4, PAD4 FP inh -1.3, PAFAH1B3 inh -6.1, GSTO1 inh -7.7, PAFAH1B2 inh -2.6, PAFAH2 FP inh -21.4 and pPAFAH inh 0.4.
For COc1cccc(OCc2cc(/C=N/NC(=O)c3nc(Cl)c(Cl)c(N)c3Cl)ccc2OC)c1 the results were PREPL inhibitor -31.1, LYPLA2 counter -57.8, LYPLA1 inh -34.6, PAD4 FP inh -11.8, PAFAH1B3 inh -29.9, GSTO1 inh -27.9, PAFAH1B2 inh -15.8, PAFAH2 FP inh -44.0 and pPAFAH inh -11.3.
Screening O=[N+]([O-])c1cccc(-c2ccc3nnc(SCc4ccccn4)n3n2)c1 returned PREPL inhibitor -1.8, LYPLA2 counter 9.7, LYPLA1 inh 5.9, PAD4 FP inh -3.1, PAFAH1B3 inh -0.5, GSTO1 inh 3.0, PAFAH1B2 inh -1.7, PAFAH2 FP inh -10.3 and pPAFAH inh 0.9.
Cc1ccc([N+](=O)[O-])cc1NC(=O)CN1CCC(C)CC1 was read as PREPL inhibitor -3.9, LYPLA2 counter -12.0, LYPLA1 inh -1.8, PAD4 FP inh 2.5, PAFAH1B3 inh 5.2, GSTO1 inh -1.2, PAFAH1B2 inh -1.9, PAFAH2 FP inh -13.8 and pPAFAH inh 0.9.

Compound activity from PubChem BioAssay.
